OXTR agonist: agonists of human oxytocin receptor | 0.32% of 320,000 active | activation, % at 3 µM | P30559 | AID 2435 | CHO-OTR cells, Fluo-8 calcium fluorescence; normalized: DMSO 0%, oxytocin 100%;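 active = activation above the mean of all tested compounds plus 3 SD, cutoff set per screening run, cut at about 20% in these data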;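 also: peak over basal fluorescence ratio from a 100 s FLIPR kinetic read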
MEKK2mut PB1 HTS: signal of MEK5 binding to mutant human MEKK2 PB1 domain; bead flow cytometry, Alexa488-MEK5 binding to MEKK2 mutant; percent response, % at 10 µM; 0.35% of 290,000 active; in the data active = percent response above about 24%, passing the limit was not always enough; also: inactives centre near 1; some results filed as inactive read as strong as hits
GPR7 antagonist: antagonists of human GPR7 (neuropeptides B/W receptor 1); GPR7-expressing cells, fluorescence antagonist assay; inhibition, % at 4.4 µM; 1.1% of 290,000 active; AID 1861; in the data active = inhibition above about 16%, passing the limit was not always enough;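 also: cells stimulated with the agonist NPW; 0% = agonist with vehicle and 100% = vehicle without agonist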
Target sequence (P48145 whole entry, looked up): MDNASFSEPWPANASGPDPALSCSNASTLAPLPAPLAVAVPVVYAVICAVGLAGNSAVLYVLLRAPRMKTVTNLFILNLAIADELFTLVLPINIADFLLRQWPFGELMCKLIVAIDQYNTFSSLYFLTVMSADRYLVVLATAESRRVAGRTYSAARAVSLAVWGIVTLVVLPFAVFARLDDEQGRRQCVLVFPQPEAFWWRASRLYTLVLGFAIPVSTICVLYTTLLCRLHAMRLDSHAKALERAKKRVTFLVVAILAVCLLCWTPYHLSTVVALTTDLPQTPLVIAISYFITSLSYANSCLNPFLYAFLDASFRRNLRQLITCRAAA
GalR3 antagonist: antagonists of human GalR3 | HEK293 GalR3-CNG cAMP membrane potential fluorescence; galR3 body fused to GalR1 C-terminus | inhibition, % at 3 µM | 0.44% of 360,000 active;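 active = inhibition above the screen-wide average plus 3 SD, cut at about 13% in these data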;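 also: forskolin and galanin both at EC90 stimulate the cells; cAMP rise reported by CNG channel membrane potential dye signal; 0% = forskolin plus galanin with DMSO and 100% = forskolin alone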
Target sequence (O60755 1-299 limits assumed): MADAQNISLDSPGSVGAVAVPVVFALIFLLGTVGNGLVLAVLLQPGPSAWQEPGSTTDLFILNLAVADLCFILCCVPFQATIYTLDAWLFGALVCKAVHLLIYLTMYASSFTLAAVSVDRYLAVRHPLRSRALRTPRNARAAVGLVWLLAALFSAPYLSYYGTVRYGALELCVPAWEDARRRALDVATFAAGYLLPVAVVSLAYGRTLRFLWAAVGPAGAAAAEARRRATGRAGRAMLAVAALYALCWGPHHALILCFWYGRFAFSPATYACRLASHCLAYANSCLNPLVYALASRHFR
OXTR potentiate: potentiates the human oxytocin receptor response; CHO-OTR cells, Fluo-8 calcium fluorescence, potentiator mode; 0% = oxytocin EC15, 100% = EC100; activation, % at 3 µM; 0.061% of 320,000 active; AID 2445;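 active = activation above that plate's cutoff, the mean activation of tested compounds plus 3 SD, cut at about 6.6% in these data, passing the limit was not always enough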;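 also: 100% uses oxytocin at 75 nM as the full agonist control; some results filed as inactive read as strong as hits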
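assay system = CHO-OTR cells, human receptor | schedule = compound 6 min at room temperature before oxytocin, 100 s read | detection = Fluo-8 intracellular calcium fluorescence, ex 470-495, em 515-575 nm | evaluation = normalized max/min fluorescence ratio, % activation | control set = EC15 oxytocin alone as 0%, 75 nM oxytocin (EC100) as 100%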
MEKK2 WT-MEK5: raises or lowers MEK5 binding to wildtype human MEKK2 PB1 domain | bead flow cytometry, Alexa488-MEK5 binding to MEKK2 WT; actives lie on both sides | binding response (% of control), % at 10 µM | 1.1% of 290,000 active | AID 1531; in the data active = binding response below about 67% or above about 130%
NALP1 inh: NALP1 inhibition | S. cerevisiae NALP1/ASC/caspase-1 growth, X-gal OD620, 72 h | inhibition, % at 10 µM | 0.61% of 280,000 active | AID 2071; in the data active = inhibition mostly above about 24%, no sharp cut-off; inactive = mostly below about 32%; also: some compounds called inactive have numbers as strong as hits
V1aR counter: counter-screen for oxytocin receptor agonists: human V1a receptor agonists. P37288. CHO-V1R cells, Fluo-8 calcium fluorescence, agonist mode; 0% DMSO, 100% 3 nM vasopressin. activation, % at 3 µM. 0.25% of 320,000 active. AID 2797;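 active = activation above the mean activation of all tested compounds plus 3 SD, per screening run, cut at about 20% in these data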;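 also: signal is peak over basal fluorescence ratio across a 100 second FLIPR read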
Target sequence (P37288 whole entry, looked up): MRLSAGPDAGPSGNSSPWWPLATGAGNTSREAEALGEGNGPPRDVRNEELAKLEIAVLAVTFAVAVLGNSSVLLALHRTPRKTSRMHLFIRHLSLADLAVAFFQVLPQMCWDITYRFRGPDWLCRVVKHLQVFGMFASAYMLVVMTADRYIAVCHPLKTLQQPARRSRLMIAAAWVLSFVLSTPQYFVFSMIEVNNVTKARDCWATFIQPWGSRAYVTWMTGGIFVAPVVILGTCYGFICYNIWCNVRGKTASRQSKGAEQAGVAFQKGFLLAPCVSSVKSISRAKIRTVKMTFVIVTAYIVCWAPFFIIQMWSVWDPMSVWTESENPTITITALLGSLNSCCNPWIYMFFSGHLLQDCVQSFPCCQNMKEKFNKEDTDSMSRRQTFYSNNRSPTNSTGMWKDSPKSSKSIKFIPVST
PfM18AAP inh: PfM18AAP enzyme inhibition | recombinant PfM18AAP, H-Glu-NHMec fluorogenic cleavage | 1.2% of 290,000 active | AID 1822 | inhibition, % at 7.35 µM;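 active = inhibition above the campaign mean inhibition over all tested compounds plus 3 SD, cut at about 28% in these data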;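 also: 0% = plate median of test compound wells and 100% = 2 mM ZnCl2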
* hit, by the source's call; nt = no result given.

structure	OXTR agonist	MEKK2mut PB1 HTS	GPR7 antagonist	GalR3 antagonist	OXTR potentiate	MEKK2 WT-MEK5	NALP1 inh	V1aR counter	PfM18AAP inh
O=C(NCc1ccccc1F)C1CC(=O)N(c2ccc3c(c2)OCCO3)C1 (configuration not stated)	-0.4	nt	nt	-1.5	-4.7	nt	nt	1.3	nt
Cc1cc(-n2nc(C)cc2C)n2nc(C)c(-c3ccc(Cl)cc3)c2n1	2.5	0.0	5.9	-4.6	1.1	100.0	23.2	0.4	-4.1
O=C1/C(=C/c2cccs2)SC(=S)N1CC(=O)N1CCCCC1CCO (configuration not stated)	0.7	0.0	-4.2	-9.5	-6.6	100.0	-12.8	1.8	-1.9
COc1ccc(CC(=O)Nc2ccc(C)cc2O)cc1S(=O)(=O)N1CCOCC1	0.7	nt	nt	-0.3	-3.0	nt	nt	-0.7	nt
CCOc1ccc(-c2ccc(NS(=O)(=O)c3cc([N+](=O)[O-])c(C)c([N+](=O)[O-])c3)cc2)nn1	-0.9	4.0	-12.8	-0.5	-3.7	102.0	-2.1	1.9	2.5
CCOc1cc2nc(-c3ccc(OC)c(OC)c3)nc(NCCCN3CCOCC3)c2cc1OC	0.1	8.0	-14.6	0.8	-7.8	132.0	18.8	-0.5	-10.1
Cc1ccc(C)c(NC(=O)NNC(=O)c2cc3occc3[nH]2)c1	0.6	1.0	8.7	3.9	-6.8	98.0	-21.6	0.7	49.2*
Cc1ccc(CN2C(=O)N/C(=C\c3cccn3-c3cccc(C(=O)O)c3)C2=O)cc1	-0.7	nt	-7.8	5.8	-1.5	nt	-4.9	-0.5	4.5
C=CCNC(=O)COC(=O)c1nc2nccc(C)n2n1	-1.3	-4.0	-7.2	-5.4	-9.3	109.0	1.7	1.3	-19.2
C/C(=N\NC(=O)c1ccc(Cn2cc(Br)cn2)o1)c1cccc(NC(=O)C(C)C)c1	0.1	-3.0	4.4	-11.8	-9.4	94.0	30.5	1.6	-6.4
CCCN1CNc2c(c(=O)[nH]c(=S)n2CCc2ccc(OC)c(OC)c2)C1	-0.3	1.0	-3.5	0.0	2.2	100.0	-7.6	0.0	-1.4
COc1cccc2c(N/N=C/c3ccccc3)cc(C)nc12	-1.1	-3.0	4.8	-8.0	-8.9	102.0	7.3	-0.7	4.1
O=C1CCc2cc(S(=O)(=O)NC3CCCCC3)ccc2N1	-0.5	nt	nt	-6.4	-2.5	nt	nt	-0.8	nt
CCN(CC(=O)Nc1ccc(NC(C)=O)cc1)C(=O)c1ccccc1Sc1ccccc1C#N	0.0	nt	nt	-4.0	-5.5	nt	nt	1.9	nt
Cc1cc(C)cc(N(CC(=O)N2CCc3ccccc32)S(=O)(=O)c2c(C)noc2C)c1	0.1	2.0	-8.3	3.0	0.7	99.0	-57.6	-0.9	-1.4
O=C(/C=C/c1ccc([N+](=O)[O-])s1)N1CCCC1	-0.1	-7.0	-2.9	-8.0	-0.9	91.0	1.0	0.7	9.7
COc1ccc(Cl)cc1C(=O)NC(=S)Nc1ccccc1N1CCOCC1	0.6	6.0	-14.1	2.6	-4.6	105.0	15.0	0.5	0.2
FC(F)(F)c1cc(-c2ccc(Cl)cc2)nc2ncnn12	-1.8	-1.0	-7.3	-3.4	-6.2	96.0	-0.3	-1.5	14.9
CCOC(=O)N1CCN(c2ncnc3c2[nH]c2ccc(OC)cc23)CC1	0.6	1.0	2.4	-3.6	-17.2	105.0	-1.6	7.5	7.6
O=C(Nc1cc([N+](=O)[O-])ccc1N1CCOCC1)c1cccs1	-0.9	-3.0	-19.0	-1.3	-6.5	96.0	-1.5	-0.3	7.0
CN(c1cccc(Cl)c1)S(=O)(=O)c1cccc(C(=O)NN2CCOCC2)c1	1.4	nt	nt	-6.2	-0.4	nt	nt	0.0	nt
COc1ccc(N(C)C(=O)Cc2c(C(=O)O)[nH]c3ccccc23)cc1	-0.3	0.0	-9.5	-4.6	-11.6	101.0	11.7	1.1	4.5
OCCC1CN(Cc2nc(-c3ccc(F)cc3)cs2)CCN1CCc1ccccc1 (configuration not stated)	4.4	4.0	-12.4	3.1	-7.1	106.0	19.8	1.6	-2.9
Cc1ccc(NC(=S)NC2CC3CCCC(C2)N3Cc2cccs2)cc1 (configuration not stated)	3.3	5.0	8.7	-2.4	-3.2	106.0	7.0	2.3	0.3
Cc1cc(C(=O)CSc2nc3ccccc3c(=O)n2C)c(C)n1Cc1ccc2c(c1)OCO2	2.5	2.0	-6.8	1.9	-15.9	100.0	12.1	1.0	-12.9

(list continues)
structure	OXTR agonist	MEKK2mut PB1 HTS	GPR7 antagonist	GalR3 antagonist	OXTR potentiate	MEKK2 WT-MEK5	NALP1 inh	V1aR counter	PfM18AAP inh
COC(=O)c1ccsc1-n1cc(C#N)c(=O)n(C)c1=O	1.1	-2.0	-8.8	0.1	-4.5	106.0	-4.2	5.6	-9.2
Cc1cccc(NS(=O)(=O)c2nnc(NC(=O)c3ccc(C)c(C)c3)s2)c1	0.6	5.0	-1.7	2.1	-4.1	101.0	13.9	0.5	6.2
CCn1c(SCc2cccc(C)c2)nnc1-c1ccc(C)cc1	-2.1	5.0	17.0	-5.4	-6.5	111.0	9.2	-1.3	3.8
CCCn1c(=S)[nH]c2cc(OC)c(OC)cc2c1=O	1.8	-1.0	-8.2	nt	-1.4	95.0	nt	0.8	2.1
c1ccn2c(SCc3ccc4c(c3)OCCO4)nnc2c1	0.9	9.0	-2.7	2.0	-4.9	114.0	nt	0.8	-2.9
CC(=O)c1cccc(NC(=O)c2ccc3c(=O)n4c(nc3c2)CCCCC4)c1	2.3	-1.0	-3.6	-0.7	-7.9	94.0	4.8	3.0	-0.3
CCOc1ccccc1C(=O)Nc1cccc2cccnc12	-1.6	1.0	-7.0	1.6	2.4	101.0	2.9	0.4	-14.4
Nc1ncnc2c1ncn2[C@H]1C[C@H](O)[C@@H](CO)O1	1.0	1.0	-2.7	-0.8	-3.7	97.0	6.7	-0.2	-0.9
Cc1ccc(SCC(=O)Nc2ccc3c(c2)C(=O)NC3=O)cc1	1.4	-4.0	20.1	-5.0	-28.3	97.0	-2.3	3.5	-4.8
COc1ccc(NC(=S)N(CCN2CCCCC2)Cc2ccco2)cc1	-0.9	-4.0	-10.7	-4.2	-16.1	98.0	6.6	0.1	-7.9
O=C(c1ccccc1)c1cccc(NC(=O)c2ccco2)c1	-1.8	-2.0	5.9	-3.9	5.4	96.0	2.3	0.4	-1.7
O=C(c1ccco1)N1CCN(Cc2nnc(-c3cccc(Br)c3)o2)CC1	4.6	-6.0	6.3	-7.9	-11.5	93.0	29.7	6.6	-10.2
O=C1C2C(C(=O)N1/N=C/c1ccco1)C1C=CC2C12CC2 (configuration not stated)	-2.0	1.0	-3.6	-3.4	4.5	103.0	25.1	-0.6	-7.6
COC(=O)c1ccc(C(C(=O)NC2CCCCC2)N(Cc2ccccc2)C(=O)Cc2cccs2)cc1 (configuration not stated)	-1.5	-2.0	1.1	-3.0	-3.4	96.0	9.0	-0.1	5.0
COC(=O)CCC(=O)NNC(=O)C1CC1(c1ccccc1)c1ccccc1 (configuration not stated)	-0.9	2.0	3.9	-2.3	-4.4	99.0	0.1	-0.6	11.7
Nc1c(-c2ccccc2)cnn1C1CCS(=O)(=O)C1 (configuration not stated)	-1.0	1.0	12.4	2.7	-17.3	99.0	4.6	0.2	4.5
CCOC(=O)CSc1nc2c(sc(=S)n2-c2ccc(CC)cc2)c(=O)[nH]1	-1.9	6.0	-13.7	-6.0	-17.0	108.0	0.3	-0.5	8.1
O=C(Nc1ccc2c(c1)oc1ccccc12)c1cccnc1	2.0	8.0	2.8	-3.1	-6.5	102.0	-2.2	1.4	-5.6
CCOc1ccc(NC2c3ccccc3C(=O)N2Cc2ccc3c(c2)OCO3)cc1 (configuration not stated)	-2.3	-3.0	-5.3	nt	-1.0	97.0	-13.3	-0.7	5.7
C=CCn1c(Cc2csc(N)n2)nnc1SCC(=O)Nc1ccccc1C(F)(F)F	0.4	0.0	-1.0	-2.7	-3.5	98.0	-4.0	0.0	5.9
Cc1ccc2c(=O)c(CN3CCCCCC3)c(C)[nH]c2c1C	0.8	6.0	-10.0	-9.5	-10.6	114.0	8.6	-0.4	2.0
Cc1ccc(C2Nc3ccccc3C(=O)N2Cc2ccco2)cc1 (configuration not stated)	-1.6	4.0	4.9	3.7	-9.7	105.0	1.7	3.0	-11.6
O=[N+]([O-])c1cnc(Nc2ccccc2)nc1Nc1ccccc1	-1.9	3.0	-6.5	-11.9	-6.7	93.0	7.1	0.2	-3.7
COC(=O)C1=C(CCc2ccccc2)NC(=O)NC1c1ccc([N+](=O)[O-])cc1 (configuration not stated)	-1.0	7.0	nt	-3.2	-8.4	105.0	nt	-1.2	nt
O=C(C1=NN[C@@H]2C(=O)N(c3cccc(F)c3)C(=O)[C@H]12)C(c1ccccc1)c1ccccc1	-2.0	36.0	-0.1	-5.7	-10.1	105.0	31.8	-0.8	6.9

(list continues)
structure	OXTR agonist	MEKK2mut PB1 HTS	GPR7 antagonist	GalR3 antagonist	OXTR potentiate	MEKK2 WT-MEK5	NALP1 inh	V1aR counter	PfM18AAP inh
O=c1c2cn[nH]c2nc(SCc2ccc3c(c2)OCCO3)n1-c1ccccc1	-1.4	4.0	15.3	-2.0	-10.0	104.0	0.5	0.2	4.0
COc1ccc(CCNS(=O)(=O)c2cccc(C)c2)cc1OC	0.9	9.0	5.0	-6.0	-8.2	100.0	0.7	0.1	1.3
O=C(OCCN1C(=O)c2ccccc2C1=O)c1cc2ccccc2o1	-0.5	-5.0	-0.4	0.2	-2.0	93.0	16.9	2.5	-1.2
COc1ccc(Cl)cc1C(=O)NCc1cnn(C)c1C	-0.5	4.0	-14.2	-2.7	-12.0	109.0	-2.3	0.7	2.6
CCOC(=O)/C(C#N)=C/c1cn(CCC(=O)O)nc1-c1ccc(F)cc1	0.7	7.0	-2.2	-2.6	-0.8	101.0	-5.9	0.5	3.8
Cc1ccccc1C(=O)NCc1ccncc1	-0.1	6.0	-1.2	-2.7	2.6	107.0	-6.2	-0.2	5.7
CC1Cc2ccccc2N1C(=O)/C=C/c1cccc(F)c1 (configuration not stated)	-1.2	-2.0	-1.4	0.6	-11.2	104.0	-1.4	-0.5	8.5
CNC(=O)CSc1nc2c(c(=O)n(C)c(=O)n2C)n1Cc1ccc(C)cc1	1.0	0.0	-11.9	5.7	-1.1	97.0	34.2	0.6	1.3
Cc1ccc(-c2noc(-c3ccccc3C(=O)NCC3CCCO3)n2)cc1 (configuration not stated)	-1.8	5.0	-7.2	-1.0	-4.1	103.0	13.4	-0.6	-2.9
O=C(N/N=C\c1cccnc1)c1cc(-c2ccccc2)nc2c(Cl)cccc12	1.0	3.0	16.4	-2.6	-9.3	98.0	2.8	1.7	-3.3
Cn1nnc2cc(NC(=O)N3CCN(c4ccccn4)CC3)ccc21	-0.8	0.0	-6.0	-10.4	-4.4	104.0	7.6	-0.6	-3.6

Already shown: two of the compounds above.
structure	OXTR agonist	MEKK2mut PB1 HTS	GPR7 antagonist	GalR3 antagonist	OXTR potentiate	MEKK2 WT-MEK5	NALP1 inh	V1aR counter	PfM18AAP inh
O=c1c2cn[nH]c2nc(SCc2ccc3c(c2)OCCO3)n1-c1ccccc1	-1.4	4.0	15.3	-2.0	-10.0	104.0	0.5	0.2	4.0
COc1ccc(CCNS(=O)(=O)c2cccc(C)c2)cc1OC	0.9	9.0	5.0	-6.0	-8.2	100.0	0.7	0.1	1.3
